M5 ag: human M5 muscarinic receptor agonists, primary screen, CHO-K1 cells, Fluo-8 calcium fluorescence; hit rate 0.19% among 360,000; CHO-K1 hM5 cells; 0% DMSO wells, 100% maximal acetylcholine response; activation, % at 3 µM; Muscarinic acetylcholine receptor M5 (Homo sapiens), P08912;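 active means activation above the run's mean over test compounds plus 3 SD, cut at about 23% in these data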;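 further: signal is peak over basal fluorescence ratio across the kinetic read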
Target sequence (P08912 whole entry, looked up): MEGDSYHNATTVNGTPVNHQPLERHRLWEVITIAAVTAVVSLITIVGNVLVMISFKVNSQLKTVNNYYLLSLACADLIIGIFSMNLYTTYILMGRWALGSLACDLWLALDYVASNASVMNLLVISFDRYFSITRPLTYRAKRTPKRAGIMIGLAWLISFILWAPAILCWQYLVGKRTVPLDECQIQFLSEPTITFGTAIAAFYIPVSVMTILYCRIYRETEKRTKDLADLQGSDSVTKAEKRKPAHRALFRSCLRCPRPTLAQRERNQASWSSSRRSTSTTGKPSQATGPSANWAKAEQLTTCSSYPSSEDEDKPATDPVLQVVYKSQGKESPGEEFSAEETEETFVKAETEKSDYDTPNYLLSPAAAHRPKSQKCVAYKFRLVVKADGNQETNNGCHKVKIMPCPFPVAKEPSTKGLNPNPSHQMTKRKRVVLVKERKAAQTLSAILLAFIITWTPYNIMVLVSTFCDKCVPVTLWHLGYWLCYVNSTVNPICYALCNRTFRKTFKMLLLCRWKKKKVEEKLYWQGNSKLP
CHRM4 PAM: human M4 muscarinic receptor positive allosteric modulators, primary screen, CHO-K1 cells, Fluo-8 calcium fluorescence. Muscarinic acetylcholine receptor M4 (Homo sapiens), P08173. CHO-K1 hM4/Gqi5, ACh EC20; 0% = ACh EC20, 100% = maximal ACh. activation, % at 3 µM. hit rate 0.4% among 360,000;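 active means activation above its plate's cutoff, the mean activation of sample wells plus 3 SD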; further: some results filed as inactive read as strong as hits
Target sequence (P08173 whole entry, looked up): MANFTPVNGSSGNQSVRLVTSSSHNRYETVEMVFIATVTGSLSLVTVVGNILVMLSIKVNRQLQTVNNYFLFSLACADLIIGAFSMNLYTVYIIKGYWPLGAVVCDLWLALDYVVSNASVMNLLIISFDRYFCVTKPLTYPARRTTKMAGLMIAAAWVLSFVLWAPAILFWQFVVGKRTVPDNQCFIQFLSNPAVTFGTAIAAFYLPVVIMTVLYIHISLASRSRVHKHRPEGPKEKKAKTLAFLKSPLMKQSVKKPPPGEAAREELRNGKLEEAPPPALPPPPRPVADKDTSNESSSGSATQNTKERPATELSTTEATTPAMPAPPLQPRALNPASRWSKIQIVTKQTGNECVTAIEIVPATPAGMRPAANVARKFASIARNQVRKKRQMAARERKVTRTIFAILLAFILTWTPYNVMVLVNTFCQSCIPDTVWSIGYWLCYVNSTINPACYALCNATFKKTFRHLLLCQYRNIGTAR
CRFBP-R2 block: antagonists of CRF-BP/CRF-R2 complex, primary screen, cell-based, HEK293, calcium dye fluorescence, uHTS; CRF-induced calcium fluorescence; inhibition, % at 11.8 µM; hit rate 0.59% among 350,000; AID 588475, 2011;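 active means inhibition of the ligand-induced calcium signal above about 50% at the single tested concentration, limit read from the data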
CHRM5 antagonist: human M5 muscarinic receptor antagonists, primary screen, CHO cells, Fluo-8 calcium fluorescence | inhibition, % at 3 µM | CHO-hM5 cells, ACh EC80 | hit rate 0.59% among 360,000 | Muscarinic acetylcholine receptor M5 (Homo sapiens), P08912;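 active means inhibition above a per-plate cutoff, the mean of that plate's test compounds plus 3 SD, cut at about 27% in these data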;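 further: 0% = acetylcholine EC80 with DMSO and 100% = DMSO without agonist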
CHRM4 agonist: human M4 muscarinic receptor agonists, primary screen, CHO-K1 cells, Fluo-8 calcium fluorescence. CHO-K1 hM4/Gqi5; vehicle 0%, full acetylcholine response 100%. activation, % at 3 µM. hit rate 0.14% among 360,000. AID 624127, 2012;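 active means activation above the run mean over all test wells plus 3 SD, cut at about 32% in these data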;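 further: peak over basal fluorescence ratio per well then scaled between controls; 0% = DMSO wells and 100% = acetylcholine at EC100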
IDE inh: human IDE inhibitors in live cells, primary screen, fluorescence polarization, HEK cells, FAbetaB substrate | inhibition, % at 5.59 µM | FAbetaB cleavage | hit rate 0.41% among 320,000 | Insulin-degrading enzyme (Homo sapiens), P14735 | AID 434962, 2010;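 active means percent inhibition above the average of all tested compounds plus 3 SD, set per screening campaign, cut at about 16% in these data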;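 further: IDE supplied by intact live HEK cells; FP after avidin binding of uncleaved biotin substrate so inhibition keeps polarization high; 0% = DMSO wells and 100% = 60 µM reference IDE inhibitor Ii1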
CRFR2-BP ag: agonists of CRF-BP/CRF-R2 complex, primary screen, cell-based, HEK293, calcium dye fluorescence, uHTS. activation, % at 13.2 µM. hit rate 0.46% among 350,000. AID 588473, 2011. calcium dye fluorescence (FLIPR); percent of saturating CRF peptide response. CRF-binding protein / CRF receptor 2 complex (human);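 active means activation of at least 50%, plus an integration ratio under a set limit after plate pattern correction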;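 further: plate controls were neutral control wells without compound for no effect and CRF at EC100 for full effect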
M4 antag: human M4 muscarinic receptor antagonists, primary screen, CHO cells, Fluo-8 calcium fluorescence | Muscarinic acetylcholine receptor M4 (Homo sapiens), P08173 | CHO-hM4 cells, ACh EC80 | AID 624125, 2012 | inhibition, % at 3 µM | hit rate 0.73% among 360,000;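 active means inhibition above its plate's cutoff, the mean inhibition of sample wells plus 3 SD, cut at about 27% in these data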;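 further: 0% = acetylcholine EC80 with DMSO and 100% = DMSO without agonist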
CHRM5 PAM: human M5 muscarinic receptor positive allosteric modulators, primary screen, CHO-K1 cells, Fluo-8 calcium fluorescence; Muscarinic acetylcholine receptor M5 (Homo sapiens), P08912; activation, % at 3 µM; AID 624038, 2012; CHO-K1 hM5, ACh EC20 PAM; 0% = ACh EC20, 100% = ACh EC100; hit rate 0.3% among 360,000;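 active means activation above the run cutoff, the mean activation of all test compounds plus 3 SD, cut at about 18% in these data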
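Measured by: Fluo-8 calcium fluorescence; material: human M5 receptor in CHO-K1 cells; schedule: Post-acetylcholine fluorescence recording 140 s; benchmarks: low control EC20 acetylcholine (0%), high control EC100 acetylcholine (100%); read-out: Max/basal fluorescence ratio as % of EC20–EC100 ACh window; compound: single dose, 3 µM nominal final test concentration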
* = called active by the depositor; x = no result given.

SMILES	M5 ag	CHRM4 PAM	CRFBP-R2 block	CHRM5 antagonist	CHRM4 agonist	IDE inh	CRFR2-BP ag	M4 antag	CHRM5 PAM
Cc1ccc(S(=O)(=O)NC2(C(F)(F)F)C(=O)Nc3c2c(=O)[nH]c(=O)n3-c2ccccc2)cc1 (stereo unspecified)	-2	6	39	-1	4	0	-2.0	-2	2
COc1ccc(/C=N/NC(=O)c2cccc(NC(=O)c3ccccc3Cl)c2)cc1OC	-1	-12	-3	10	11	8	11	0	-16
CCCN(CC(=O)Nc1ccccc1C)C(=O)c1cc(=O)[nH]c2ccccc12	0	1	-1	9	1	6	-1.4	9	5
O=C(C1CC(c2cccc(Br)c2)=NO1)N1CCc2ccccc2C1 (stereo unspecified)	-2	5	-8	-13	0	-2	-0.4	-5	7
CCOC(=O)C(C)Sc1nnc2n1C(C)(C)Cc1ccccc1-2 (stereo unspecified)	-1	-3	-7	-4	0	3	-0.4	-12	-3
COc1ccc(-c2oc3ccccc3c(=O)c2OCC(=O)O)cc1	0	-2	-18	-11	1	4	-0.6	5	1
O=C(/C=C/C=C/c1ccc2c(c1)OCO2)N1CCCCC1	0	6	-10	-2	0	-1	-2.3	-12	3
C/C(=N\N1C(=O)c2ccccc2NC1c1ccco1)c1ccccc1O (stereo unspecified)	-5	-1	-23	5	1	8	-0.5	4	-6
O=[N+]([O-])c1cc(S(=O)(=O)N2CCCC2)ccc1SCCO	-1	5	-7	13	1	-2	0.5	5	-10
Cc1ccc(C)c(NC(=S)N2CCN(S(C)(=O)=O)CC2)c1	-3	-7	13	18	0	x	0.9	3	-6

Complete entries, quoted from the list. Order of values: M5 ag | CHRM4 PAM | CRFBP-R2 block | CHRM5 antagonist | CHRM4 agonist | IDE inh | CRFR2-BP ag | M4 antag | CHRM5 PAM
CCOC(=O)C(C)Sc1nnc2n1C(C)(C)Cc1ccccc1-2 (stereo unspecified) across the screens: -1 | -3 | -7 | -4 | 0 | 3 | -0.4 | -12 | -3
Cc1ccc(C)c(NC(=S)N2CCN(S(C)(=O)=O)CC2)c1 across the screens: -3 | -7 | 13 | 18 | 0 | x | 0.9 | 3 | -6
COc1ccc(/C=N/NC(=O)c2cccc(NC(=O)c3ccccc3Cl)c2)cc1OC across the screens: -1 | -12 | -3 | 10 | 11 | 8 | 11 | 0 | -16
O=[N+]([O-])c1cc(S(=O)(=O)N2CCCC2)ccc1SCCO across the screens: -1 | 5 | -7 | 13 | 1 | -2 | 0.5 | 5 | -10
COc1ccc(-c2oc3ccccc3c(=O)c2OCC(=O)O)cc1 across the screens: 0 | -2 | -18 | -11 | 1 | 4 | -0.6 | 5 | 1

The main list resumes with the 2 entries that preceded the break.
SMILES	M5 ag	CHRM4 PAM	CRFBP-R2 block	CHRM5 antagonist	CHRM4 agonist	IDE inh	CRFR2-BP ag	M4 antag	CHRM5 PAM
O=[N+]([O-])c1cc(S(=O)(=O)N2CCCC2)ccc1SCCO	-1	5	-7	13	1	-2	0.5	5	-10
Cc1ccc(C)c(NC(=S)N2CCN(S(C)(=O)=O)CC2)c1	-3	-7	13	18	0	x	0.9	3	-6
Cc1cc(N)n(-c2ccccn2)n1	5	-10	-17	16	18	3	-0.3	11	-15
COP(=O)(OC)OC(C(=O)c1ccccc1)c1ccccc1 (stereo unspecified)	-1	-6	x	4	0	x	x	13	4
CC(NC(=O)C1CCC(=O)N1Cc1ccccc1Cl)c1ccccc1 (stereo unspecified)	-4	-2	10	0	1	1	0.9	-6	3
COc1ccc(-c2cc3ccccc3n2CC(O)Cn2nc(C)cc2C)cc1 (stereo unspecified)	-3	1	-30	-5	3	2	8.2	-10	-1
N#Cc1c(-c2ccccc2)nc2n(c1=O)CCS2	-8	4	2	0	0	14	0.0	-14	3
O=C(Nc1nc(-c2ccccc2)cs1)c1ccccc1F	2	-5	-2	3	1	-4	0.1	2	-2
CC(=O)NNC(=S)NC(=O)c1ccc(C)cc1	0	-5	-11	15	9	4	4.0	0	-3
C[C@H]1CN([C@@H](C)CO)S(=O)(=O)c2ccc(Br)cc2O[C@H]1CN(C)C(=O)Cc1ccccn1	2	9	5	-9	2	x	1.4	-14	-2
CCOc1ccc(N2C(=O)CC(NCc3ccc(F)cc3)C2=O)cc1 (stereo unspecified)	-5	1	1	6	1	-1	0.0	5	-3
S=C(NC1CCCC1)NC1CC1	3	7	12	-2	2	-2	-0.6	-4	7
CCN(CC)CCNC(=O)Cn1nc(-c2ccc(C)cc2)ccc1=O	-2	1	5	-4	1	0	-1.1	11	5
CC[n+]1c(-c2ccc(C)cc2)csc1Nc1c(C)n(C)n(-c2ccccc2)c1=O	-9	-10	14	1	2	0	1.5	10	-12
O=C1C2C3CCC(C3)C2C(=O)N1Cc1ccco1 (stereo unspecified)	-1	8	-14	1	1	-3	0.1	-5	-2
COCC(=O)OC1CCn2c1nc1c2C(=O)C(C)=C(NC(C)=O)C1=O (stereo unspecified)	1	0	-6	10	1	x	-1.0	3	1
O=C(NCc1ccco1)C1CCN(C(=O)c2cc3sccc3n2Cc2ccc(Cl)cc2)CC1	7	0	9	17	24	0	-1.1	1	-13
O=C(OCCOc1ccccc1Cl)c1ccc(-n2cnnn2)cc1	-5	-7	7	5	5	7	0.2	10	-10
Cn1c2ccccc2c2cnn(CC(=O)Nc3ccc(F)cc3F)c(=O)c21	0	-3	-9	2	0	2	4.8	9	4
COc1cccc(CNC(=O)C2CCN(Cc3cnn(-c4ccccc4)c3-n3cccc3)CC2)c1	-3	-3	11	1	2	2	-1.4	0	0
COc1cc(C(=O)NC(C)c2cc(C)ccc2C)ccc1OCC(=O)N1CCOCC1 (stereo unspecified)	-13	7	6	4	2	-3	0.5	-9	5
CCCCOC(=O)Nc1ccccc1C(=O)N1CCCC1	1	1	0	-9	1	2	0.3	0	4

Ordered by value in CRFR2-BP ag (low to high): 4 of the compounds above
Compound	CRFR2-BP ag
COCC(=O)OC1CCn2c1nc1c2C(=O)C(C)=C(NC(C)=O)C1=O (stereo unspecified)	-1.0
O=C1C2C3CCC(C3)C2C(=O)N1Cc1ccco1 (stereo unspecified)	0.1
CCCCOC(=O)Nc1ccccc1C(=O)N1CCCC1	0.3
Cn1c2ccccc2c2cnn(CC(=O)Nc3ccc(F)cc3F)c(=O)c21	4.8

The list goes on:
SMILES	M5 ag	CHRM4 PAM	CRFBP-R2 block	CHRM5 antagonist	CHRM4 agonist	IDE inh	CRFR2-BP ag	M4 antag	CHRM5 PAM
CCOC(=O)C1=C(C)N=C2SC(C(=O)OC)=CC(=O)N2C1c1ccc(OC)cc1 (stereo unspecified)	-5	0	24	10	1	8	4.4	5	3
CC(C)NC(=O)/C(=N\O)c1ccccc1	2	3	-8	-5	1	5	1.8	5	4
O=C(COc1ccc2c3c(c(=O)oc2c1)CCCC3)NCCCN1CCOCC1	-3	9	-21	4	0	7	0.3	-2	4
COc1cc(Cn2c3ccc(NC(=O)CC(C)(C)C)cc3c(=O)n2C)ccc1F	1	-4	x	2	6	x	x	-1	-3
Cc1ccc(S(=O)(=O)N2CCC(C(=O)NCCCN3CCOCC3)CC2)cc1	2	15	21	3	1	1	0.6	-8	0
CC(C)Cc1nnc(NC(=O)CN2C(=O)NC3(CCCCC3)C2=O)s1	-3	8	-13	2	1	0	-1.1	-1	4
COC(=O)[C@@H]1C[C@@]2(O)[C@H](O)[C@H](O)[C@H](O)C[C@H]2N1Cc1ccc(C)s1	3	5	3	2	1	-3	0.1	-3	0
O=C(COC(=O)C1CC2C=CC1C2)Nc1cccc(S(=O)(=O)N2CCCCC2)c1 (stereo unspecified)	5	-15	-7	13	17	-1	-0.2	3	-16
CC(=O)c1ccc(NC(=O)CSc2cn[nH]n2)cc1	-1	-3	-4	6	0	1	2.8	7	3
CCOC(=O)Cc1c(C)nc2cc(-c3ccc(Cl)cc3)[nH]n2c1=O	-1	-4	3	3	0	-3	0.5	2	-6
COc1ccccc1N1CCN(C(=O)CCS(=O)(=O)c2ccc3c(c2)NC(=O)C(C)S3)CC1 (stereo unspecified)	-1	-7	6	9	11	8	-1.2	-4	-8
O=C(Nc1cc2c(cc1[N+](=O)[O-])OCCO2)c1cccnc1	1	3	-3	6	1	0	-5.3	-1	-2
COc1cccc(-c2nc(-c3cccc(C)c3)nc3cc(Cl)ccc23)c1	1	7	x	-1	-1	x	x	-13	1
O=C(CCl)Nc1ccccc1Sc1ccccc1	-14	3	24	1	-2	-1	-3.0	0	-11
Cc1ccc(OCC(=O)N2CCN(C(=O)c3ccc([N+](=O)[O-])cc3)CC2)cc1	-4	0	18	10	1	0	0.7	3	-8
Cn1c(CCNC(=O)c2ccco2)nc2cc(NC(=O)c3ccco3)ccc21	-1	4	108*	0	3	2	0.3	13	-7
COc1ccc(CNC(=O)C(c2cccs2)N(C(=O)c2csnn2)C2CC2)cc1 (stereo unspecified)	0	-5	11	-1	6	-2	-2.4	7	-6
Cn1c(N2CCOCC2)c(/C=N/O)c2ccccc21	-1	14	-6	10	1	5	-1.5	-2	2
COc1ccc(-c2cccc(NC(=O)c3cccs3)c2)nn1	0	-5	-4	-10	9	6	-1.7	7	3
CCc1nnc(NCC(=O)N2CCc3ccccc32)s1	0	17	5	3	-1	-4	0.0	-11	8
O=C(NN=Cc1ccccc1O)C(O)(c1ccccc1)c1ccccc1	-6	-2	35	0	4	x	-2.3	-5	-4
Cc1ccc(C(=O)Nc2ccc(C(F)(F)F)n(C)c2=O)cc1	-4	5	8	14	0	4	-0.4	-9	0
Cc1cccc(Oc2ncnc(N)c2[N+](=O)[O-])c1	-1	2	-17	-8	0	-2	0.2	-4	4
COc1ccc(Nc2cc(Cl)nc(N)n2)cc1	-2	-9	1	4	0	0	-0.9	15	1
CC1CCc2cccc3c2N1c1cc(C#N)c(C#N)cc1O3 (stereo unspecified)	-1	1	-48	11	-1	1	28	10	1
COc1ccc(C(CNC(=O)c2cccc(NC(=O)c3cccs3)c2)N2CCCC2)cc1 (stereo unspecified)	-11	-1	-28	2	5	-2	23	0	-8
CCCn1c(=O)c2ccccc2n2c(SCc3cc(=O)oc4ccc5ccccc5c34)nnc12	-3	-2	-1	-7	1	12	1.4	6	2
CC(OC(=O)c1ccc(S(=O)(=O)N(C)C)cc1)C(=O)Nc1ccc(Cl)cn1 (stereo unspecified)	5	9	-37	-17	4	3	0.0	-8	9
COc1ccc(CCNC(=O)Cn2cccc2C(=O)c2ccccc2)cc1OC	1	4	2	8	0	-1	-3.7	-13	-3
CCCCCC(=O)N/N=C(\C)c1ccccn1	-4	13	7	4	-2	0	2.6	0	6
